14-3-3g Raf: modulators of 14-3-3 gamma protein binding, primary screen, biochemical, fluorescence polarization; 14-3-3 protein gamma (Homo sapiens), P61981; FP, 14-3-3gamma / TMR-pS259-Raf peptide binding; inhibition, % at 40 µM; 0.19% of 160,000 active; AID 422, 2006; in the data active = inhibition above about 30%;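 note: 0% = protein plus tracer without compound and 100% = blank with tracer alone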
Target sequence (P61981 whole entry, looked up): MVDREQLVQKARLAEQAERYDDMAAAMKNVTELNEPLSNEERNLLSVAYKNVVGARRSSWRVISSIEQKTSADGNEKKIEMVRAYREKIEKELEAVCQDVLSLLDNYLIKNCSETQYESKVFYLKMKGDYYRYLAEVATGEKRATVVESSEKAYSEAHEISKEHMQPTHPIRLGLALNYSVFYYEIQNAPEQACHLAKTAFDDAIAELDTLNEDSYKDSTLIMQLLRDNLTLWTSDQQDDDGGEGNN
Active calls of the source: *; & = joins results of further samples. This is a subset; the hit share may differ from the screen's.

SMILES	14-3-3g Raf
COc1ccc(-n2nnnc2C2(N3CCOCC3)CCCCC2)cc1	-3
CCCCOC(=O)C1=C(N)OC2=C(C(=O)CCC2)C12C(=O)N(C)c1ccccc12 (stereo not drawn)	-3
COc1cc2[nH]c(=O)n(-c3ccccc3)c(=O)c2cc1OC	-7
Cc1cc(C)n2nc(SCC(=O)N3CCC4(CC3)OCCO4)nc2n1	1
c1cc2c(cc1CCNCc1ccc3c(c1)OCO3)OCO2	-7
NC(=O)COc1c(F)cc(SCCNS(=O)(=O)c2ccccc2)cc1F	2
O=c1[nH]c(=O)n(CCc2ccc(F)cc2)c(O)c1C=NCCCN1CCOCC1	-6
CCOC(=O)C1=C(C)OC(N)=C(C(=O)OC(C)C)C12C(=O)Nc1ccccc12 (stereo not drawn)	13
Cc1cccnc1-n1c(-c2ccco2)nc2ccccc2c1=O	2
CC1CCN2c3nc4ccccn4c(=O)c3CC3(C(=O)N(C)C(=O)N(C)C3=O)C2C1 (stereo not drawn)	-28

Next part; the last seven above are carried over.
SMILES	14-3-3g Raf
Cc1cc(C)n2nc(SCC(=O)N3CCC4(CC3)OCCO4)nc2n1	1
c1cc2c(cc1CCNCc1ccc3c(c1)OCO3)OCO2	-7
NC(=O)COc1c(F)cc(SCCNS(=O)(=O)c2ccccc2)cc1F	2
O=c1[nH]c(=O)n(CCc2ccc(F)cc2)c(O)c1C=NCCCN1CCOCC1	-6
CCOC(=O)C1=C(C)OC(N)=C(C(=O)OC(C)C)C12C(=O)Nc1ccccc12 (stereo not drawn)	13
Cc1cccnc1-n1c(-c2ccco2)nc2ccccc2c1=O	2
CC1CCN2c3nc4ccccn4c(=O)c3CC3(C(=O)N(C)C(=O)N(C)C3=O)C2C1 (stereo not drawn)	-28
O=[N+]([O-])c1ccc(OP(=S)(c2ccccc2)c2ccccc2)cc1	1
NNC(N)=O	6
Nc1c(C(=O)NCc2ccco2)c2nc3ccccc3nc2n1Cc1ccc(F)cc1	-4
CC1CCN(Cc2nc3ccc([N+](=O)[O-])cc3c(=O)n2-c2ccccc2F)CC1	-59
COc1cc(CNCCc2ccc3c(c2)OCO3)c([N+](=O)[O-])cc1OC	-8
Cc1cc(OCC(=O)N(C)C)c2c3c(c(=O)oc2c1)CCC3	1
COc1ccc(C(=O)CN2CCOCC2)cc1F	-3
CCC1(C)CC(CCNCc2ccccc2)(c2ccc(C)cc2)CCO1 (stereo not drawn)	0
Cc1ccc(CNCCc2ccc3c(c2)OCO3)cc1	6
Cc1ccc(NC(=O)CN2C(=O)C(C)N=C(c3ccccc3)c3cc(Cl)ccc32)cc1 (stereo not drawn)	3
Clc1cc(I)cc(Cl)c1NC1=NCCN1	1
Cc1ccc2c(c1)CC1(CN2C)C(=O)NC(=O)N(c2cccc(C)c2C)C1=O (stereo not drawn)	-4
COc1cccc(-n2c(CN3CCC(C)CC3)nc3ccc([N+](=O)[O-])cc3c2=O)c1	-35
c1ccc2c(CCNC3CC4CCC3C4)c[nH]c2c1 (stereo not drawn)	-8
Clc1ccc(COC(Cn2ccnc2)c2ccc(Cl)cc2Cl)c(Cl)c1 (stereo not drawn)	-6
COc1ccc2c3c1O[C@H]1C(=O)CC[C@@]4(O)C(C2)N(CC2CC2)CCC314 (stereo partly drawn)	3
O=C1CC(=O)N(c2cccc(Br)c2)C(=O)N1	-41
CCOC(=O)C1=C(N)OC2=C(C(=O)CCC2)C12C(=O)Nc1ccccc12 (stereo not drawn)	-5&0
CCCOC(=O)COc1cc(C)cc2oc(=O)c3c(c12)CCC3	-2&-3
COc1ccccc1N1CCN(Cc2c(F)cccc2F)CC1	-3
CC12CCC(=O)C=C1CCC1C2CCC2(C)C(O)CCC12 (stereo not drawn)	-15&4
CC1CCN(C(=O)CN2C(=O)CN=C(c3ccccc3)c3ccccc32)CC1	14
NC(=O)CSP(=O)(c1ccccc1)c1ccccc1	1
CCN(CC)CCCN=Cc1c(O)n(CCc2ccc(OC)c(OC)c2)c(=O)[nH]c1=O	-3
CC1(C)C(C(=O)N2CCN(C(=O)c3ccccc3)CC2)C1(C)C	0
CC(CCc1ccccc1)NC(C)C(O)c1ccc(O)cc1 (stereo not drawn)	-7&-2
OCC12COC3c4ccccc4C(OC1)N32 (stereo not drawn)	0
Cc1[nH]c2c(Cl)cccc2c1CCN	-5&-9
O=C(c1ccc(CNS(=O)(=O)c2ccccc2)cc1)N1CCC2(CC1)OCCO2	-5
O=P(CN1CCCCC1)(OCCCl)N1CCCCC1 (stereo not drawn)	4
Clc1ccc(CSC(Cn2ccnc2)c2ccc(Cl)cc2Cl)cc1 (stereo not drawn)	-8
CC1CCCC(N2CCN(C(=O)COc3ccccc3)CC2)C1 (stereo not drawn)	-7
COc1ccccc1-n1c(C=Cc2ccc(O)c(O)c2)nc2ccccc2c1=O	-37
O=[N+]([O-])c1cccc(C2N3CCCN23)c1 (stereo not drawn)	4
CC(O)CNc1ccc([N+](=O)[O-])c2ncccc12 (stereo not drawn)	9
CC(=O)OC1(Cc2ccccc2)CN2CCC1c1ccccc12 (stereo not drawn)	4
Fc1ccc2c(c1)nnn2C1CCN(Cc2ccccc2)CC1	-7
N=C1C(c2ccccc2)=C(O)CN1Cc1ccco1	-2
C=CCOC(=O)COc1cc(C)cc2oc(=O)c3c(c12)CCC3	-4
COc1cccc(N2CCN(Cc3cccc(Cl)c3)CC2)c1	1
O=[N+]([O-])c1ccc(N2CCNCC2)c(F)c1	-1
O=c1c2cc(I)ccc2nc(C=Cc2c[nH]c3ccccc23)n1-c1ccccc1	1
O=C(Nc1ccc(Br)cc1C(=O)c1ccccc1Cl)c1ccc([N+](=O)[O-])cc1	-1
O=C(c1cccc(N2CCCC2=O)c1)N1CCC2(CC1)OCCO2	-5
CCOC(=O)C1C2NC(=S)N(c3ccc(C)cc3)C1(C)Oc1ccc(OC)cc12 (stereo not drawn)	-2
Cc1cc(C(=O)N2CCC3(CC2)OCCO3)cs1	-2
COc1ccc(N=C(C)c2c(O)n(C)c(=O)n(C)c2=O)c(OC)c1	-12
CCN1CCN(Cc2nc3ccc([N+](=O)[O-])cc3c(=O)n2-c2ccccc2F)CC1	5
Cc1ccccc1-c1nc(CS(=O)CC(=O)N2CCC3(CC2)OCCO3)c(C)o1 (stereo not drawn)	-5
COc1cccc(-n2c(C=Cc3cccc([N+](=O)[O-])c3)nc3ccccc3c2=O)c1	-9
New compounds follow
SMILES	14-3-3g Raf
Cc1cccn2c(=O)c3c(nc12)N1CCC(Cc2ccccc2)CC1C1(C3)C(=O)N(C)C(=O)N(C)C1=O (stereo not drawn)	-28
O=C(NC1CCCC1)C1CSC(c2cccnc2)=N1 (stereo not drawn)	1
CCCN(CCC)CCc1c[nH]c2ccc(C(N)=O)cc12	-2
COc1cccc(-n2c(CN3CCOCC3)nc3ccc([N+](=O)[O-])cc3c2=O)c1	-2
CCN(CC)CCN=C(C)c1c(O)n(-c2ccccc2OC)c(=O)[nH]c1=O	5
CC1=C(C(=O)O)N2C(=O)C(NC(=O)Cc3ccccc3)C2SC1 (stereo not drawn)	-8
c1ccc(C2=NP(N3CCOCC3)(N3CCOCC3)=NC(N3CCOCC3)=N2)cc1	-1
CN(C)S(=O)(=O)c1ccc(C(=O)Nc2ccc(Br)cc2C(=O)c2ccccc2)cc1	5
CCc1nc(N2CCNCC2)c(C#N)c2c1CSC(C)(C)C2	-1
COc1ccc(CC2C(=O)N(C)C(=O)N(C)C2=O)c(OC)c1OC	12

A few values from above:
`COc1cccc(-n2c(CN3CCOCC3)nc3ccc([N+](=O)[O-])cc3c2=O)c1` @ 14-3-3g Raf: -2
`CN(C)S(=O)(=O)c1ccc(C(=O)Nc2ccc(Br)cc2C(=O)c2ccccc2)cc1` @ 14-3-3g Raf: 5
`O=C(NC1CCCC1)C1CSC(c2cccnc2)=N1` (stereo not drawn) @ 14-3-3g Raf: 1
`c1ccc(C2=NP(N3CCOCC3)(N3CCOCC3)=NC(N3CCOCC3)=N2)cc1` @ 14-3-3g Raf: -1

Part of the list above, in markdown:
| Structure | 14-3-3g Raf |
| --- | --- |
| Cc1cccnc1-n1c(-c2ccco2)nc2ccccc2c1=O | 2 |
| CC1CCN2c3nc4ccccn4c(=O)c3CC3(C(=O)N(C)C(=O)N(C)C3=O)C2C1 (stereo not drawn) | -28 |
| O=[N+]([O-])c1ccc(OP(=S)(c2ccccc2)c2ccccc2)cc1 | 1 |
| NNC(N)=O | 6 |
| Nc1c(C(=O)NCc2ccco2)c2nc3ccccc3nc2n1Cc1ccc(F)cc1 | -4 |
| CC1CCN(Cc2nc3ccc([N+](=O)[O-])cc3c(=O)n2-c2ccccc2F)CC1 | -59 |

Following part.
SMILES	14-3-3g Raf
COc1ccc(CCn2c(O)c(C=NCc3ccc4c(c3)OCO4)c(=O)[nH]c2=O)cc1OC	-5
Cc1ccc(C)c(OCC(=O)N2CCN(Cc3ccc4c(c3)OCO4)CC2)c1	1
Cc1ccc(S(=O)(=O)Nc2cc(C(=O)N3CCC4(CC3)OCCO4)ccc2N2CCCCC2)cc1	-3
NC(=O)CN1CC(c2ccccc2)CC1=O (stereo not drawn)	3
Cc1ccc(-n2c(C=Cc3cc4c(cc3Br)OCO4)nc3ccccc3c2=O)cc1	2
CC(=O)C1C2c3ccccc3OC1(C)N=c1s/c(=C/c3cnn(C)c3)c(=O)n12 (stereo not drawn)	-3
Nc1c(C(=O)OCC2CCCO2)c2nc3ccccc3nc2n1Cc1cccs1 (stereo not drawn)	-11
